HT1080 cytotoxicity: cytotoxicity in HT1080 fibrosarcoma cells, cell-based, fluorescence readout (AID 620). HT1080 viability, fluorescence; higher % means a stronger effect. cytotoxicity, % at 10 µM; hits with a dose series show EC50 in µM. 0.42% of 87,000 active; in the data active = cytotoxicity above about 50%;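 note: cells exposed to compound overnight then 4 h with Alamar Blue; 0% = vehicle DMSO and 100% = killing control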
The depositor's hits bear a star.

Screening O=C(Nc1ccc2nn(-c3ccccc3)nc2c1)c1ccco1 returned HT1080 cytotoxicity -1%.
For Cc1cc(C)n(CC(O)Cn2c3ccc(Cl)cc3c3cc(Cl)ccc32)c(=O)n1 (centres undefined) the results were HT1080 cytotoxicity 15%.
`O=C(N[C@@H](c1ccccc1)[C@@H]1C[C@H]1C(=O)O)OCc1ccccc1` gave HT1080 cytotoxicity 1%.
For Cc1cc(C)c(C)c(S(=O)(=O)N2CCN(C(=O)c3cc(=O)[nH]c4ccccc34)CC2)c1C the results were HT1080 cytotoxicity 20%.
`O=C(NCc1ccccc1)c1cnc(-c2ccccn2)nc1C(F)(F)F` gave HT1080 cytotoxicity -4%.
For Cc1ccc(S(=O)(=O)CCC(=O)Nc2nc3c(s2)CCCC3)cc1 the results were HT1080 cytotoxicity 7%.
COc1cccc(C(=O)N(Cc2ccccc2)Cc2cc3cc4c(cc3[nH]c2=O)OCCO4)c1 was read as HT1080 cytotoxicity -7%.
N#Cc1c(-c2ccc(F)cc2)nc2n(c1=O)CCS2 was read as HT1080 cytotoxicity 24%.
`O=C1C=C(Nc2ccc(O)cc2)CC(c2ccco2)C1` (centres undefined) gave HT1080 cytotoxicity 11%.
For Cc1ccc(C)c(S(=O)(=O)Nc2ccc3sc(C)nc3c2)c1 the results were HT1080 cytotoxicity -6%.

Gathered by group, those above containing sulfur.
For Cc1cc(C)c(C)c(S(=O)(=O)N2CCN(C(=O)c3cc(=O)[nH]c4ccccc34)CC2)c1C the results were HT1080 cytotoxicity 20%.
For Cc1ccc(S(=O)(=O)CCC(=O)Nc2nc3c(s2)CCCC3)cc1 the results were HT1080 cytotoxicity 7%.
N#Cc1c(-c2ccc(F)cc2)nc2n(c1=O)CCS2 was read as HT1080 cytotoxicity 24%.
For Cc1ccc(C)c(S(=O)(=O)Nc2ccc3sc(C)nc3c2)c1 the results were HT1080 cytotoxicity -6%.

Next results.
Screening CCCC[n+]1ccn(C2=C([O-])c3ccccc3C(=O)/C2=N\S(=O)(=O)c2ccccc2)c1 returned HT1080 cytotoxicity 8%.
`CC(C)Oc1ccc(/C(O)=C2/C(=O)C(=O)N(Cc3cccnc3)C2c2ccco2)cc1` (centres undefined) gave HT1080 cytotoxicity -14%.
Screening O=C(N/N=C/C(Cl)=C\c1ccccc1)c1cnccn1 returned HT1080 cytotoxicity -10%.
N#CCCN(C(=O)CSc1nc(-c2ccccc2)cn1N)c1ccc(F)cc1 was read as HT1080 cytotoxicity 7%.
For O=C(NCc1ccc(F)cc1)C(c1ccccc1)N(CC1CCCO1)C(=O)Cn1nnc2ccccc21 (centres undefined) the results were HT1080 cytotoxicity -12%.
For COC(=O)c1cc(-c2ccccc2)n(CCNC(=O)CCCCCN2C(=O)NC(c3ccc(-c4ccccc4)cc3)C(C(=O)OCc3ccccc3)=C2C)c1C (centres undefined) the results were HT1080 cytotoxicity -11%.
CCc1ccc(-c2nn(-c3ccccc3)cc2C2SCC(=O)N2Cc2ccco2)cc1 (centres undefined) was read as HT1080 cytotoxicity -17%.
Screening CC(C)c1ccc(NC(=O)CCNS(=O)(=O)c2cccc3nsnc23)cc1 returned HT1080 cytotoxicity -4%.
`CC(O)C1C(=O)OC2(C)CC(C)(C)NC(=S)N12` (centres undefined) gave HT1080 cytotoxicity 4%.
`CC(C)(C)C1(C)OC(C(=O)NC2CCCCC2)C(C(=O)NC2CCCCC2)O1` (centres undefined) gave HT1080 cytotoxicity -21%.
Screening Cc1cc(C)c(S(=O)(=O)NCC(=O)O)cc1C returned HT1080 cytotoxicity -13%.
For Cc1cc(OC(=O)c2cccs2)ccc1C(C)C the results were HT1080 cytotoxicity -9%.
Cc1nc(N2CCN(C(=O)COc3ccccc3)CC2)c2c(C)c(C)sc2n1 was read as HT1080 cytotoxicity -13%.
For COc1ccccc1C(=O)NC(C)c1ccccc1 (centres undefined) the results were HT1080 cytotoxicity 20%.
O=C(NCCN1CCOCC1)c1cc2cc(Cl)cc(Cl)c2oc1=O was read as HT1080 cytotoxicity 13%.
Screening COc1cc(NC(C)C(=O)N2CC(C)OC(C)C2)cc(OC)c1 (centres undefined) returned HT1080 cytotoxicity 1%.
`Cc1ccc(NC(=O)CCn2cnc3cc(C)c(C)cc32)cc1` gave HT1080 cytotoxicity -2%.
For Cc1ccc(C(CC(=O)O)Nc2nc(N3CCOCC3)nc(N3CCOCC3)n2)cc1 (centres undefined) the results were HT1080 cytotoxicity 4%.
`COc1ccc(S(=O)(=O)N2CCC(C(=O)NCC3CCCO3)CC2)cc1` (centres undefined) gave HT1080 cytotoxicity 14%.
Screening O=C(NCCCn1ccnc1)c1cccc(S(=O)(=O)N2CCCCCC2)c1 returned HT1080 cytotoxicity -16%.
Screening CCC(NC(=O)c1ccccc1NC(=O)c1ccc(C)cc1)C(=O)O (centres undefined) returned HT1080 cytotoxicity 8%.
Screening COc1ccccc1N1CCN(CCCOc2ccc(F)cc2)CC1 returned HT1080 cytotoxicity -1%.
Cc1cc(S(=O)(=O)NC2CCCCC2)ccc1OCC(=O)NCc1cccnc1 was read as HT1080 cytotoxicity 0%.
Screening CCOC(=O)Cc1c(C)nc2c(-c3ccccc3)c(C)nn2c1C returned HT1080 cytotoxicity 7%.
COc1ccc(NC(=O)C(C)Sc2ccccc2)cc1 (centres undefined) was read as HT1080 cytotoxicity -11%.
For CCCC1=C(C(=O)OCC)C(/C=C/c2ccccc2)n2ncnc2N1 (centres undefined) the results were HT1080 cytotoxicity 6%.
`CCOC(=O)C1=C(CSc2nc(C)cc(C)c2C#N)OC(N)=C(C#N)C1c1ccccc1` (centres undefined) gave HT1080 cytotoxicity -15%.
Screening COc1cccc(NC(=O)COc2ccc(S(=O)(=O)NC(C)C)cc2)c1 returned HT1080 cytotoxicity -2%.
For Cc1ccc(CN(c2ccc(C(=O)NCc3ccccn3)cc2)S(C)(=O)=O)cc1 the results were HT1080 cytotoxicity 16%.
For COc1cccc(C(C(=O)NC2CCCC2)N(Cc2ccco2)C(=O)c2ccco2)c1OC (centres undefined) the results were HT1080 cytotoxicity -5%.
`CCC(C)NS(=O)(=O)c1ccc(OCC(=O)Nc2ccc(F)cc2F)cc1` (centres undefined) gave HT1080 cytotoxicity -11%.
`O=C(Cc1cccs1)N1CCN(c2ccc(F)cc2)CC1` gave HT1080 cytotoxicity 0%.
Screening COC(=O)[C@H](C)NC(=O)Nc1cccc(C)c1 returned HT1080 cytotoxicity -9%.
Screening CC(=O)Nc1ccc(NC(=O)CN(c2ccc(F)cc2)S(=O)(=O)c2ccc3c(c2)OCCO3)cc1 returned HT1080 cytotoxicity -4%.
Screening CC(C)(C)C(=O)NCC12C=CC(O1)C1C(=O)N(c3ccccc3)C(=O)C12 (centres undefined) returned HT1080 cytotoxicity -2%.
For COc1ccc(N2C(=O)CC(N3CCN(c4ccc(S(C)(=O)=O)cc4)CC3)C2=O)cc1 (centres undefined) the results were HT1080 cytotoxicity 1%.
For CCOC(=O)c1c(NC(=O)c2ccnn2C)sc(C)c1C the results were HT1080 cytotoxicity -9%.
CCOc1ccc(-c2nnc(-c3ccccc3)o2)cc1 was read as HT1080 cytotoxicity -8%.
For CCOc1ccc(-n2c(=S)sc3c(=O)[nH]c(SCC(=O)N4CCC(C)CC4)nc32)cc1 the results were HT1080 cytotoxicity 2%.
Screening CCOc1cc(S(=O)(=O)Nc2ccc(Cl)cn2)ccc1Cl returned HT1080 cytotoxicity -10%.
Cc1ccc(-c2csc(NC(=O)CSc3nc(C)cc(=O)[nH]3)n2)cc1 was read as HT1080 cytotoxicity -7%.
For CC(C)OC(=O)CSc1nc2c(c(C3CC=CCC3)c1C#N)CCC2 (centres undefined) the results were HT1080 cytotoxicity -4%.
COc1ccc(C(=O)NCc2cccnc2)cc1 was read as HT1080 cytotoxicity -2%.
For COc1ccc(Nc2nc(-c3cccs3)cs2)c(OC)c1 the results were HT1080 cytotoxicity -18%.
`C=CCn1c(-c2cc(Cl)ccc2OC)n[nH]c1=S` gave HT1080 cytotoxicity 8%.
COc1ccc(N/N=C(/N=Nc2nc(C)cc(=O)[nH]2)c2ccccc2)cc1 was read as HT1080 cytotoxicity 30%.
Screening CC1(C)CC(NC(=O)c2ccc3c(c2)OCO3)CC(C)(C)N1 returned HT1080 cytotoxicity 0%.
For COC(=O)c1cn(-c2ccccc2)nc1-c1ccccc1 the results were HT1080 cytotoxicity -16%.
Screening CCn1c(COc2cccc3ccccc23)nnc1SCC(=O)OC1CCCCC1 returned HT1080 cytotoxicity 5%.
COCCn1c(SCC(=O)N2CCCc3ccccc32)nnc1-c1ccoc1C was read as HT1080 cytotoxicity -8%.
For Cc1ccc2nsnc2c1S(=O)(=O)N1CCOCC1 the results were HT1080 cytotoxicity 11%.
`COc1ccc(-c2ccc(Nc3ccc(C(=O)N4CCOCC4)cc3)nn2)cc1OC` gave HT1080 cytotoxicity 1%.
For CC(C)CCN1C(=O)c2ccccc2C1C(=O)NCc1cccnc1 (centres undefined) the results were HT1080 cytotoxicity -2%.
For Cc1ccn(C(=O)c2cc3c(C)nn(-c4ccccc4)c3s2)n1 the results were HT1080 cytotoxicity -22%.
COc1ccc(N(C(=O)c2ccco2)S(=O)(=O)c2ccccc2)cc1 was read as HT1080 cytotoxicity -3%.
For COC(=O)c1ccccc1CON1C(=O)C(C)(C)N(OCc2ccccc2C(=O)OC)C(=O)C1(C)C the results were HT1080 cytotoxicity -9%.
For CS(=O)(=O)N(CC(=O)N1CCN(c2ccccc2)CC1)c1ccccc1Cl the results were HT1080 cytotoxicity -1%.
Screening Cc1cccc(C(=O)n2c(=S)nc3ccccn32)c1 returned HT1080 cytotoxicity -4%.
For O=C(CN1CCN(C(=O)c2ccco2)CC1)Nc1cc(Cl)ccc1Cl the results were HT1080 cytotoxicity -13%.
Screening Clc1ccc(Sc2ccc(/C=N/n3cnnc3)o2)cc1 returned HT1080 cytotoxicity -4%.
`CN1C[C@@H]2C(c3ccccc3)C3(c4cccnc4)CC2(C3)[C@H]1c1ccccc1` (some centres undefined) gave HT1080 cytotoxicity 4%.
`CCCc1cc2c(n1CCc1ccc(Cl)cc1)C(C)C1CN(C(=O)c3ccccc3)C(C)(C(=O)OC)C21` (centres undefined) gave HT1080 cytotoxicity -1%.
C=CCn1c(CSc2nc3ccccc3s2)nnc1SCC(=O)NCc1cccnc1 was read as HT1080 cytotoxicity -7%.
O=C(CCN1CCN(c2ccccc2)CC1)Nc1ccc(OCc2ccccc2)cc1 was read as HT1080 cytotoxicity -1%.
`O=C1OCC/C1=C\c1ccccc1O` gave HT1080 cytotoxicity -2%.
For O=C(O)C1C2C=CC(C3CC23)C1C(=O)N1CCc2ccccc21 (centres undefined) the results were HT1080 cytotoxicity 0%.
For OCCSc1nc2ccccc2n1CCOc1ccccc1 the results were HT1080 cytotoxicity 28%.
For O=C(c1ccc(F)cc1F)N1CCN(c2ncccn2)CC1 the results were HT1080 cytotoxicity -2%.
For Cc1ccc(NC2=C/C(=N\S(=O)(=O)c3cccs3)c3ccccc3C2=O)c(C)c1 the results were HT1080 cytotoxicity 62%*.
`COc1nc(OC)nc(N2CCCCCC2)n1` gave HT1080 cytotoxicity 4%.
COCC(O)CSc1c([N+](=O)[O-])nc(C)n1Cc1ccc(OC)c([N+](=O)[O-])c1 (centres undefined) was read as HT1080 cytotoxicity 6%.
For CCN(c1ccccc1)S(=O)(=O)c1ccc(NC(=O)C(C)(C)C)cc1 the results were HT1080 cytotoxicity -8%.
CC(C)(C)C(=O)c1cn(CC(=O)NCc2ccc3c(c2)OCO3)c2ccccc12 was read as HT1080 cytotoxicity -4%.
Screening O=C(c1cc2cc(Br)cc(Br)c2oc1=O)N1CCCC1 returned HT1080 cytotoxicity 22%.
CCN(CC)C(=O)c1ccc(C(=O)c2ccccc2)cc1 was read as HT1080 cytotoxicity 15%.
Screening Cc1nc(N)sc1C(=O)Nc1ccccc1 returned HT1080 cytotoxicity -8%.
CSC1=C(C#N)C(c2ccc3c(c2)OCO3)C2=C(CCCC2=O)N1 (centres undefined) was read as HT1080 cytotoxicity 9%.
For O=[N+]([O-])c1ccc(Cl)c(/C=N/N2CCN(Cc3ccc(Cl)cc3)CC2)c1 the results were HT1080 cytotoxicity -7%.
`CC(C)(C)NS(=O)(=O)c1ccc(CCC(=O)Nc2ccc3c(c2)OCO3)cc1` gave HT1080 cytotoxicity -22%.
Screening CC(C)OC(=O)CN1C(=O)C(=O)c2ccccc21 returned HT1080 cytotoxicity -146%.
Screening COC(=O)c1ccc(C(NC(=O)OCc2ccccc2)/C(C)=C/[C@@H](C)C(=O)NCc2cccnc2)cc1 (some centres undefined) returned HT1080 cytotoxicity -10%.
Screening CCc1cccc(OCCCN2C(=O)NC(C)(C)C2=O)c1 returned HT1080 cytotoxicity -12%.
`CC(C)C(NC(=O)OCc1ccccc1)C(=O)O` (centres undefined) gave HT1080 cytotoxicity 10%.
Screening CCOc1ccc(N(CC(=O)NCC2CCCO2)C(=O)CCC(=O)Nc2ccccn2)cc1 (centres undefined) returned HT1080 cytotoxicity -13%.
Cc1[nH]n(-c2ccccc2)c(=O)c1-c1cccc(Cl)c1 was read as HT1080 cytotoxicity -10%.
Screening O=C(OCc1ccc2c(c1)OCO2)c1cccc(S(=O)(=O)N2CCCCC2)c1 returned HT1080 cytotoxicity -9%.
Screening COc1ccc(OC)c(N(CC(=O)NCc2ccncc2)S(C)(=O)=O)c1 returned HT1080 cytotoxicity -15%.

4 entries picked at random from the list so far, as already listed:
Screening CCOc1ccc(N(CC(=O)NCC2CCCO2)C(=O)CCC(=O)Nc2ccccn2)cc1 (centres undefined) returned HT1080 cytotoxicity -13%.
Screening COc1ccc(OC)c(N(CC(=O)NCc2ccncc2)S(C)(=O)=O)c1 returned HT1080 cytotoxicity -15%.
Screening COC(=O)c1ccc(C(NC(=O)OCc2ccccc2)/C(C)=C/[C@@H](C)C(=O)NCc2cccnc2)cc1 (some centres undefined) returned HT1080 cytotoxicity -10%.
`CC(C)C(NC(=O)OCc1ccccc1)C(=O)O` (centres undefined) gave HT1080 cytotoxicity 10%.

The list is partial; count on the stated rates, not on these rows.
